Compound activity deposited in PubChem BioAssay by several laboratories.
Dyrk1A ADPGlo: blocks rat Dyrk1A kinase activity. Q63470. ADP-Glo luminescence, NFATc1 peptide. inhibition, % at 12.5 µM. actives 0.43% (n = 310,000); in the data active = inhibition above about 50%;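 also: plate controls were vehicle with enzyme for no effect and no enzyme for full effect; many of its hits are not listed in these tables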
KCNK9 block: human KCNK9 channel inhibition | Q9NPC2 | HEK293 KCNK9, FluxOR thallium flux fluorescence; active compounds read low | B-score at 10 µM | actives 1.2% (n = 310,000);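 active = ratio B-score over 3 SD below the library mean, with starting fluorescence within 5 SD of its mean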;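 also: negative B-score means less thallium flux so channel inhibition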
Target sequence (Q9NPC2 whole entry, looked up): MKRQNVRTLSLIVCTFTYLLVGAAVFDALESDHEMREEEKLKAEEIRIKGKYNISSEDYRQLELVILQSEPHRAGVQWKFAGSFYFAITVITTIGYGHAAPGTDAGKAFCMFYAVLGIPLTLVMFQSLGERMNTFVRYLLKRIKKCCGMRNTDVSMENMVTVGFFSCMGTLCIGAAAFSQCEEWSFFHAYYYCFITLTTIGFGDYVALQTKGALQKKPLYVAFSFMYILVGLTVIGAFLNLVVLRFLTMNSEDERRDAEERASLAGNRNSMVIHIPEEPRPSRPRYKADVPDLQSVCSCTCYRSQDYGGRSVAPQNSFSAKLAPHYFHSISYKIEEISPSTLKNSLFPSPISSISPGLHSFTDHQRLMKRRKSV
GSK3beta inhib: inhibitors of human GSK3beta kinase | P49841 | GST-GSK3beta kinase, ADP-Glo luminescence, 60 min; active compounds read low | activity score (negative = inhibition), % at 10 µM | actives 0.038% (n = 300,000) | AID 2097;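 active = more than half of replicate wells score below -50%, meaning over 50% inhibition versus plate controls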;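 also: 0% = median DMSO wells and -100% = median GW8510 positive control wells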
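Test system – GST-tagged human GSK3beta kinase, cell-free · Incubation – 60 min enzyme reaction, room temperature · Signal – ADP-Glo luminescence · Also added – peptide substrate and ATP at 25 µM · Controls – DMSO neutral wells and GW8510 at 20 µM as positive · Buffer or medium – Tris/MgCl2 kinase buffer · Measure – Luminescence-derived activity versus plate DMSO and GW8510 wells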
RGS4 pot: RGS4 potentiation or activation | B-score at 10 µM | HEK293 M3R/inducible RGS4, carbachol calcium flux Fluo4; active compounds read low | actives 0.92% (n = 310,000);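 active = B-score of the integrated calcium signal more than 4 SD below the library mean, with starting fluorescence not abnormally high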;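 also: negative B-score means reduced calcium response which marks RGS4 activation or potentiation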
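Assay system: Inducible-RGS4 HEK293 cells carrying M3 receptor | Schedule: Compound preincubation 20 min at room temperature before agonist | Signal: Kinetic calcium fluorescence imaging with Fluo4-AM dye, 2 µM | Read-out basis: B score from integrated fluorescence ratio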
KCNQ1 block: inhibitors of human KCNQ1 potassium channel | P51787 | CHO-K1 KCNQ1, FluxOR thallium flux fluorescence; active compounds read high | B-score at 10 µM | actives 1.3% (n = 310,000) | AID 2642;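 active = compounds whose thallium flux B-score, printed positive for inhibition, exceeds three library SD while starting fluorescence stays within three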;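 also: channel opened by potassium depolarization with thallium stimulus after 20 min compound exposure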
PolyA inh: inhibitors of polyadenylation in S. cerevisiae. S. cerevisiae SKY197-pL101 polyadenylation reporter, beta-gal luminescence; efflux-impaired pdr1/pdr3 knockout yeast; score 100 = 6 SD above DMSO. calls only at 12 µM. actives 0.02% (n = 300,000);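 active = lowest replicate activity score at least 50, where 100 means six control SD above control mean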;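 also: yeast exposed to compound for 9 h at 30 °C; higher score means more reporter readthrough which indicates perturbed polyadenylation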
hERG protect: shields human hERG channel from block by proarrhythmic agents | Q12809 | CHO-hERG, FluxOR thallium flux, dofetilide IC70 present | activation (rescue from dofetilide block), less the hit threshold, % at 10 µM | actives 0.51% (n = 310,000);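 active = activation above the mean of controls blocked by dofetilide plus 5 SD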;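 also: thallium influx through hERG after potassium depolarization seen as dye fluorescence rise; in these data hits start at about 4.7%; inactives centre near -7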
GSK3 alpha inh: blocks human GSK-3 alpha kinase; inhibition, % at 10 µM; ADP-Glo luminescence, 60 min; actives 0.1% (n = 320,000); P49840; AID 2650;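 in the data active = inhibition above about 50%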;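 also: GST-tagged GSK-3 alpha with peptide substrate and 25 µM ATP; 0% = DMSO neutral wells and 100% = GW8510 positive control wells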
Target sequence (P49840 whole entry, looked up): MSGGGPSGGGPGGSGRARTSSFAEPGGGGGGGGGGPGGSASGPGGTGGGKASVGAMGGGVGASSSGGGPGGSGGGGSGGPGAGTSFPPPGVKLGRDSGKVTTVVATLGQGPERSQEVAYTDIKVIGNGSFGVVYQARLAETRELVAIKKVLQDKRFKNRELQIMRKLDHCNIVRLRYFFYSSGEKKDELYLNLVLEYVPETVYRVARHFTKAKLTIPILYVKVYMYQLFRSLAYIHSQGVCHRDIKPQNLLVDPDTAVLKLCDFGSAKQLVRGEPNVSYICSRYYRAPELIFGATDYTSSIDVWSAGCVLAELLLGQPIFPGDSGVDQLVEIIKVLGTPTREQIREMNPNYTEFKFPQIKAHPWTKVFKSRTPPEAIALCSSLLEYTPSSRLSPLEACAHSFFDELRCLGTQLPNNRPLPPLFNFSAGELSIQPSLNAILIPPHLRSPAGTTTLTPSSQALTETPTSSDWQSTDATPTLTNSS
RGS4 inh: inhibitors of human RGS4. P49798. HEK293 M3R/RGS4 inducible, Fluo-4 calcium flux; active compounds read high; triggered by carbachol at its EC20. B-score at 10 µM. actives 0.45% (n = 310,000). AID 463165;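 active = B-score, a plate-corrected calcium signal, over three deviations above library mean, with baseline fluorescence within five deviations of library mean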;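 also: RGS4 expression induced by doxycycline in cells with stable M3 receptor; B-score is computed from the integrated fluorescence ratio over baseline after carbachol; higher B-score means a larger calcium signal and so more RGS4 inhibition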
Target sequence (P49798 whole entry, looked up): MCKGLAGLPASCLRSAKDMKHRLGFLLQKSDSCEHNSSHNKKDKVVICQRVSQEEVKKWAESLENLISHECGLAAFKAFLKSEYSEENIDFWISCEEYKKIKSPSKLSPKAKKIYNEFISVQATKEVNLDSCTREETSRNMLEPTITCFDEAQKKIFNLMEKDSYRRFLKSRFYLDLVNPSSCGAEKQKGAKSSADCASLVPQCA
KCNQ1 pot: potentiates or activates the human KCNQ1 potassium channel; B-score at 10 µM; actives 0.35% (n = 310,000); CHO-K1 KCNQ1, thallium flux FluxOR fluorescence; active compounds read high;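 active = fluorescence ratio B-score, a plate-corrected score, at least three library SD, with initial intensity B-score within 5 SD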
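Assay system: stable KCNQ1 CHO-K1 line; medium: assay buffer, equal DMSO in all wells; timing: 90 min dye loading and 20 min compound exposure, both at room temperature; technique: kinetic FluxOR thallium fluorescence, 10-s 1-Hz baseline, 110-s post-stimulus read; read-out basis: B score of baseline-normalized fluorescence ratio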
KCNK3 block: human KCNK3 channel inhibition, primary screen. actives 0.84% (n = 340,000). O14649. CHO-KCNK3 thallium flux, FluxOR fluorescence; active compounds read low. B-score at 10 µM;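 active = B-score under library mean minus 4 SD, starting fluorescence ratio at most library mean plus 5 SD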;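 also: more negative B-score means stronger inhibition of thallium flux through KCNK3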
Starred values were filed as active, the others as inactive; i = inactive; nt = not tested or not shown.

SMILES | Dyrk1A ADPGlo | KCNK9 block | GSK3beta inhib | RGS4 pot | KCNQ1 block | PolyA inh | hERG protect | GSK3 alpha inh | RGS4 inh | KCNQ1 pot | KCNK3 block
CCS(=O)(=O)N1CCN(C(=O)CCC2CCCC2)CC1 | -4 | i | -1 | i | i | i | -15 | 4 | i | i | i
O=C(Cc1cnc2ncnn2c1)N1CCc2c([nH]c3ccccc23)C1c1ccccc1F (configuration not stated) | 6 | i | 4 | i | i | i | -13 | -1 | i | i | i
Cn1nc(C(=O)Nc2ccccc2N2CCCC2)c2ccccc2c1=O | 4 | i | 3 | i | i | i | -14 | 0 | i | i | i
CCn1c(SC(C)C)nnc1-c1c[nH]c2ccccc12 | 1 | i | 3 | i | i | i | -10 | 0 | i | i | i
O=C(Nc1cccnc1)C(Cc1ccccc1)n1cccc1 (configuration not stated) | 6 | i | 0 | i | i | i | -6 | -1 | i | i | i
Cc1ccccc1CN(C)CC(=O)Nc1cccc(S(=O)(=O)N(C)c2ccccc2)c1 | nt | i | -3 | i | i | i | -4 | 0 | i | i | i
O=C(Nc1ccccc1-c1nc2ccccc2s1)c1ccc(Br)o1 | 3 | i | 2 | i | i | i | -9 | -1 | i | i | i
COc1ccccc1/C=C\C(=O)NCC(=O)N/N=C/c1cccc(OC)c1O | -2 | i | 0 | i | i | i | -9 | -2 | i | i | i
Cc1cccc2cc(COC(=O)c3cccc([N+](=O)[O-])c3)c(=O)[nH]c12 | nt | i | 2 | i | i | i | -11 | -2 | i | i | nt
Cc1ccccc1Nc1nc(N)nc(COC(=O)c2ccccc2)n1 | -5 | i | 2 | i | i | i | -10 | -1 | i | i | i
Nc1cc(=O)[nH]c(SCC(=O)Nc2ccc(F)c(Cl)c2)n1 | -1 | i | 4 | i | i | i | -15 | 0 | i | i | i
CCOc1cc(C(=O)N2CCC(CC3CC(c4ccc(Cl)cc4)=NO3)(C(=O)NCC3CCCCC3)CC2)cc(OCC)c1OCC (configuration not stated) | 5 | i | 2 | i | i | i | -3 | -3 | i | i | i
CCOC(=O)c1nn(-c2ccccc2)c(=O)cc1SC(C)C | -5 | i | 1 | i | i | i | -7 | nt | i | i | i
c1ccc2c(C[n+]3csc4ccccc43)cccc2c1 | -2 | i | 2 | i | i | i | -8 | -3 | i | i | i
O=C(CNC(=O)c1ccc(Br)cc1)OCC(=O)c1ccccc1 | -3 | i | 4 | i | i | i | -3 | -1 | i | i | i
COC(Cc1ccccc1N1CCCC1=O)OC | 3 | i | 0 | i | i | i | -2 | 0 | i | i | i
CCCSC1=C(C#N)C(c2ccc(O)c(OC)c2)CC(=O)N1 (configuration not stated) | 11 | i | 2 | i | i | nt | -10 | 1 | i | i | i
C/C(=N\NS(=O)(=O)c1ccc(C)cc1)c1cc2ccccc2oc1=O | 1 | i | 4 | i | i | i | -4 | -4 | i | i | i
O=C(NCc1cccs1)C1CCN(S(=O)(=O)N2CCCC2)CC1 | -7 | i | 0 | i | i | i | -5 | -1 | i | i | i
COc1ccc(C2C(Oc3ccccc3)C(=O)N2c2cc(C)ccc2C)cc1OC (configuration not stated) | 4 | i | -2 | i | i | i | -12 | 0 | i | i | i
Cc1cc(Cl)ccc1OCCCC(=O)N1CCOCC1 | 0 | i | 1 | i | i | i | -2 | -1 | i | i | i
CCN1CCN(CC(O)COC(c2ccccc2)c2ccccc2C)CC1 (configuration not stated) | 2 | i | -2 | i | i | i | -5 | -2 | i | i | i
CC(=O)Nc1ccc(/C=N/NS(=O)(=O)c2cc(C)ccc2C)cc1 | 0 | i | 1 | i | i | i | -15 | -3 | i | i | i
CSc1cccc(NC(=S)N(CCCN2CCCC(C)C2)Cc2cccs2)c1 (configuration not stated) | nt | i | 2 | i | i | i | -28 | -3 | i | i | i
CCN(CC)C(=O)CSC1=C(C#N)C(c2cccs2)C=C(C)N1 (configuration not stated) | -2 | i | -4 | i | i | i | -11 | -2 | i | i | i
O=C(COc1ccccc1)NCCn1ccc2ccccc21 | -3 | i | 0 | i | i | i | -7 | -5 | i | i | i
Cc1ccc(C(=O)Nc2cccc(N3C(=O)C4CCC(C)CC4C3=O)c2)cc1 (configuration not stated) | 4 | i | 1 | i | i | i | -8 | -2 | i | i | i
O=C(N/N=C\c1ccc(S(=O)(=O)O)o1)c1ccc2c(c1)OCO2 | 7 | i | 4 | i | i | i | -5 | 4 | i | i | i
COc1ccc(CCNC(=O)C2CCN(Cc3nc(-c4ccccc4F)oc3C)CC2)cc1OC | -11 | i | -2 | i | i | i | -5 | 16 | i | i | i
O=C(NC1CCCCC1)c1ccc(S(=O)(=O)c2ccccc2Cl)c([N+](=O)[O-])c1 | nt | i | 4 | i | i | i | -5 | -3 | i | i | nt
COc1cccc(C2C(C(C)=O)=C(O)C(=O)N2Cc2ccco2)c1 (configuration not stated) | -1 | i | 0 | i | i | i | -11 | -1 | i | i | i
CCOC(=O)NC(=O)CSc1nnnn1-c1ccccc1 | 1 | i | 1 | i | i | i | 0 | -1 | i | i | i
COc1ccc(N(CC(=O)NCc2cccnc2)S(=O)(=O)c2ccccc2[N+](=O)[O-])c(OC)c1 | 6 | i | 1 | i | i | i | 3 | -2 | i | i | i
Cc1ccc(S(=O)(=O)CCC(=O)OCC(=O)c2cc(C)ccc2C)cc1 | -9 | i | -1 | i | i | i | -10 | 1 | i | i | i
CNNC(=S)Nc1cccc(SC)c1 | nt | i | 1 | i | i | i | -8 | 1 | i | i | i
COc1ccccc1CCC(=O)Nc1cccc(S(=O)(=O)N2CCCC2)c1 | 6 | i | -1 | i | i | i | -1 | -2 | i | i | i
O=C(Nc1nnc(S(=O)(=O)N2CCCCC2)s1)c1cccc(Br)c1 | -1 | i | 2 | i | i | i | -3 | -5 | i | i | i
Cc1coc2c(C)c3oc(=O)c(CCC(=O)NCCCN4CCCC4=O)c(C)c3cc12 | -2 | i | 4 | i | i | i | -8 | 0 | i | i | i
CC(Nc1nc(-c2ccccc2O)nc2ccccc12)c1ccccc1 (configuration not stated) | -5 | i | 1 | i | i | i | -15 | -4 | i | i | i
Cc1cc(OCC(=O)NNC(=S)NC(=O)c2cccs2)ccc1Cl | -1 | i | 4 | -7.8* | i | nt | -20 | nt | i | 15* | i
COc1cc(O)oc1C=Nc1ccc(Cl)cc1 | 2 | i | 4 | i | i | i | -11 | 4 | i | i | i
CCOc1ccc(Nc2nc(NCCN3CCOCC3)nc(OC)n2)cc1 | 7 | i | 1 | i | i | i | -2 | 1 | i | i | i
O=C1N2CCSC2=NC1(NS(=O)(=O)c1ccccc1)C(F)(F)F (configuration not stated) | 2 | i | 1 | i | i | i | 4 | -1 | i | i | i
O=C(/C=C/c1ccccc1)N1CCOCC1 | -6 | i | -3 | i | i | i | -2 | -2 | i | i | i
CCOC(=O)Cn1nc(C(F)F)c(Br)c1C | 0 | i | -2 | i | i | i | -10 | -2 | i | i | i
Cc1ccc(NC(=O)CSc2nnc(-c3cccnc3)o2)c(C)c1 | -3 | i | 4 | i | i | i | -7 | 1 | i | i | i
CCOC(=O)N1CCC(Nc2c(NCCCN3CCN(C4CCCCC4)CC3)c(=O)c2=O)CC1 | 0 | i | 0 | i | i | i | 0 | 0 | i | i | i
O=c1nc(-c2ccccc2)c2ccccc2[nH]1 | 8 | i | 0 | i | i | i | -3 | 0 | i | i | i
O=C(c1cnn2c(C(F)F)cc(-c3ccccc3)nc12)N1CCOCC1 | -2 | i | 0 | i | i | i | -3 | 0 | i | i | i
COc1cc(NC(=O)c2cccc(Cl)c2)c(OC)cc1NC(=O)CN1CCCCC1 | -3 | i | -1 | i | i | i | -15 | 1 | i | i | i

Nothing new here: an excerpt of the list.
SMILES | Dyrk1A ADPGlo | KCNK9 block | GSK3beta inhib | RGS4 pot | KCNQ1 block | PolyA inh | hERG protect | GSK3 alpha inh | RGS4 inh | KCNQ1 pot | KCNK3 block
O=C(c1cnn2c(C(F)F)cc(-c3ccccc3)nc12)N1CCOCC1 | -2 | i | 0 | i | i | i | -3 | 0 | i | i | i
COc1cc(NC(=O)c2cccc(Cl)c2)c(OC)cc1NC(=O)CN1CCCCC1 | -3 | i | -1 | i | i | i | -15 | 1 | i | i | i

Other results follow.
SMILES | Dyrk1A ADPGlo | KCNK9 block | GSK3beta inhib | RGS4 pot | KCNQ1 block | PolyA inh | hERG protect | GSK3 alpha inh | RGS4 inh | KCNQ1 pot | KCNK3 block
COc1cc(/C=N/n2nnnc2N)ccc1OCc1c(C)no[n+]1[O-] | -2 | i | 0 | i | i | i | -8 | 2 | i | i | i
COc1cccc(CN2CCN(CCCc3ccccc3)C(CCO)C2)c1O (configuration not stated) | 1 | i | -1 | i | i | i | -4 | -2 | i | i | i
Cc1ccc(NC(=O)CSc2nc3ccccc3c3nc4ccccc4n23)cc1 | -2 | i | -2 | i | i | i | -6 | 2 | i | i | i
COc1ccc(-c2cc(N3C(=O)Nc4ccccc4N3O)n[nH]2)cc1 | -2 | i | 0 | i | i | i | -8 | 0 | i | i | i
COc1ccc(/C=N/NC(=O)c2cccnc2)cc1CN1CCCc2ccccc21 | -5 | i | -1 | i | i | i | 4 | -1 | i | i | i
CSc1ccc(/C=N/n2c(COc3ccccc3)n[nH]c2=S)cc1 | 18 | i | 3 | i | i | i | -2 | 1 | i | i | i
O=C(COC(=O)Cc1c(F)cccc1Cl)NC(=O)c1ccccc1 | -8 | i | 2 | i | i | i | -9 | -2 | i | i | i
C/C(=N\NC(=O)CC1N=C(Cc2ccccc2)NNC1=O)c1ccc(C)cc1 (configuration not stated) | -6 | i | -1 | i | i | i | -1 | 0 | i | i | i
CC(=O)C1=C(C)NC(=O)CC1c1ccc(F)cc1 (configuration not stated) | -2 | i | 2 | i | i | i | -10 | 2 | i | i | i
COC(=O)c1sccc1NC(=O)Nc1ccc(OC)cc1 | 12 | i | -11 | i | i | i | -6 | 4 | i | i | i
COc1cc(CCC(=O)NCc2ccc(F)cc2)cc(OC)c1OC | 5 | i | 3 | i | i | i | -10 | -2 | i | i | i
Cn1ccnc1SCc1cn2ccccc2n1 | 3 | i | 2 | i | i | i | -8 | 0 | i | i | i
CC1CN(S(=O)(=O)c2ccc(Cl)c(S(=O)(=O)N3CC(C)OC(C)C3)c2)CC(C)O1 (configuration not stated) | -6 | i | -1 | i | i | i | -5 | -4 | i | i | i

The list is partial; rates above refer to the full screens.
